Assay outcomes from PubChem.
FN deposition inh: fibronectin deposition inhibition; AH1F fibroblasts, Alexa488-fibronectin deposition fluorescence, overnight; inhibition, % at 12.6 µM; hit rate 0.086% among 350,000; AID 743247;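 active = mean inhibition across replicates of 30% or more, regardless of how many single replicates reach that level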;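 also: positive control wells lacked labelled fibronectin entirely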
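Assay system: AH1F fibroblasts / Quantity: 10000 cells per well / Medium: DMEM plus 2% serum, read in PBS / Reagent: labelled fibronectin 24 nM / Dosing: single dose, pinned / Times: 1 h cell attachment, overnight exposure to compound and label / Signal: fluorescence, ex 485 nm, em 525 nm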
PAX8 reporter: PAX8 transcriptional activity inhibition. inhibition, % at 12.6 µM. AID 652154. hit rate 1.2% among 360,000. RMG-I TPO-luciferase reporter, SteadyGlo, 24 h;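 active = mean replicate inhibition at least 60% with every replicate also reaching 60%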;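 also: luciferase light reporting Pax8 driven TPO promoter activity; plate controls were median of neutral control wells for no effect and mitoxantrone controls for full effect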
EWS-Fli inh: inhibitors of EWS/Fli oncoprotein transcriptional activity; A673 NR0B1-luciferase reporter, viability-normalised; inhibition, % at 12.6 µM; hit rate 0.67% among 350,000;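 active = mean inhibition of at least 50% after viability correction, with every replicate also passing that limit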;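 also: firefly luciferase signal divided by Alamar Blue viability fluorescence both relative to DMSO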
PglD inh: PglD (C. jejuni) enzyme inhibition. inhibition, % at 12.5 µM. purified PglD enzyme, DTNB colorimetric CoA detection. AID 602405. hit rate 0.098% among 360,000; in the data active = inhibition above about 16%, passing the limit was not always enough; also: strong numbers were not always called active
PGC1a acetyl inh: PGC1a acetylation modulation, inhibitor mode. U2OS PGC1a acetylation, AlphaScreen anti-acetyl-lysine; with virally co-expressed GCN5 acetyltransferase. inhibition, % at 15.6 µM. hit rate 0.17% among 350,000. AID 651687;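 active = every replicate shows inhibition of at least 40%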;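 also: 0% = neutral control wells and 100% = positive control wells; some results beyond the cut were filed as inactive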
S100A4 MyoIIA: blocks human S100A4 binding to myosin IIA peptide | AID 652163 | hit rate 0.14% among 360,000 | S100A4/TAMRA-MyoIIA peptide fluorescence polarization | inhibition, % at 10.7 µM | P26447;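 active = mean inhibition of at least 70% across replicates, with every replicate also reaching that level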
Target sequence (P26447 whole entry, looked up): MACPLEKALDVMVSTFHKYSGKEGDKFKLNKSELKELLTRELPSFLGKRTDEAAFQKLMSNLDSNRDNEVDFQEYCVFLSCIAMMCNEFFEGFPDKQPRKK
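Test system: S100A4 monomer protein. Medium: HEPES buffer with Ca2+, pH 7.2. Reagent: fluorescent myosin IIA peptide, 5 nM. Compound dosing: single-point compound testing. Timing: 5 min between mix addition and reading. Benchmarks: DMSO neutral and TFP positive wells.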
ERAP1 HTS inh: ERAP1 (human) enzyme inhibition; recombinant ERAP1, Leu-AMC fluorescence, 60 min; hit rate 0.15% among 340,000; Q9NZ08; inhibition, % at 10.7 µM;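 active = mean replicate inhibition of at least 30%, or all replicates individually reaching that 30% level; inactive = mean below 30% and not every replicate reaching it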;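 also: 0% = neutral control wells and 100% = L-leucinethiol positive control wells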
Target sequence (Q9NZ08 whole entry, looked up): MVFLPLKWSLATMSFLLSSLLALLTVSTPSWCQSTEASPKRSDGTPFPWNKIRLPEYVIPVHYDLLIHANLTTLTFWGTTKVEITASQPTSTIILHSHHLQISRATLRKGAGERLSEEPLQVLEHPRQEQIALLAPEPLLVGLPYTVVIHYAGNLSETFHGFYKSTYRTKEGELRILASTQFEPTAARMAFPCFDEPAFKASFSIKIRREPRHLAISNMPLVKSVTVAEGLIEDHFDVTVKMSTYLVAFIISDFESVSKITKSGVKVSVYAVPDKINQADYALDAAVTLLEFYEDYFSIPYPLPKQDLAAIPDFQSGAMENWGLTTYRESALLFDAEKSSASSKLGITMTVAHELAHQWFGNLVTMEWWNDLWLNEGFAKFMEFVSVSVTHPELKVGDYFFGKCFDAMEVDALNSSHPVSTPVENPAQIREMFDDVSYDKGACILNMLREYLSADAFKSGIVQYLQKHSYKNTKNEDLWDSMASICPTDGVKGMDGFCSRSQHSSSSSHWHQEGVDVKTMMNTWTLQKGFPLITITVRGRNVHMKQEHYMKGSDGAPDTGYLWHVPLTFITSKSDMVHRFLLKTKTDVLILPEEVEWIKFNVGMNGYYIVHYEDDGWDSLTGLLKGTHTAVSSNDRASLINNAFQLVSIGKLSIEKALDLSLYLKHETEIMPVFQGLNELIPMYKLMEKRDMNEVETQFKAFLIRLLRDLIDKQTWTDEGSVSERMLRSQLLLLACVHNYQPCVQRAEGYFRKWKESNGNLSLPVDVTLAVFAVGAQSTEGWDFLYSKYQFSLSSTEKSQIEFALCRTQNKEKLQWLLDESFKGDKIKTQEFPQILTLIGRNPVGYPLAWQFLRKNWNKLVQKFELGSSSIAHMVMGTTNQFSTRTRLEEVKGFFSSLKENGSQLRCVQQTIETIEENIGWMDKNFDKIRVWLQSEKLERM
LGR2 antag: Drosophila LGR2 receptor signaling inhibition | HEK293 LGR2, CRE-luciferase, bursicon-stimulated, 4 h | hit rate 0.35% among 380,000 | inhibition, % at 9.99 µM | AID 720647;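 active = drop in luminescence signal, shown as inhibition above about 50% in the replicate tests, limit read from the data, passing the limit was not always enough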;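 also: agonist challenge used bursicon conditioned medium at about half maximal strength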
Numbers without * were called inactive; x = not tested or not shown; & = joins results of further samples. Hits appear at their usual frequency; 2.1% or so of the library scored in one or more.

SMILES	FN deposition inh	PAX8 reporter	EWS-Fli inh	PglD inh	PGC1a acetyl inh	S100A4 MyoIIA	ERAP1 HTS inh	LGR2 antag
CCOC(=O)N1CCN(S(=O)(=O)N2CCCC(C(=O)NCc3ccccc3Cl)C2)CC1 (stereo unspecified)	-10	-7	8	0	-1	-7	-1	0
CCOC(=O)C1CCCN(Cc2nc(N)nc(Nc3ccccc3OC)n2)C1 (stereo unspecified)	-2	5	-12	x	-1	-1	4	2
COc1ccc(CNC(=O)Cn2nnc(-c3ccc(NC(=O)C4CCCCC4)cc3)n2)cc1	-2	-35	-10	x	x	9	-2	-31
C[C@@H]1CN([C@@H](C)CO)C(=O)c2cc(-c3cccnc3)cnc2O[C@@H]1CN(C)C(=O)C1CC1	4	x	-6	-8	4	-3	-1	-7
CCc1nc2cccnc2n1-c1ccc(CC(=O)NC(C)CC)cc1 (stereo unspecified)	x	21	7	0	1	-6	-2	-4
CCOC(=O)C(=O)N1CCN(c2cc3c(cc2[N+](=O)[O-])n(C)c(=O)n3C)CC1	4	2	-5	-6	18	-2	3	2
CCc1ccccc1NC(=O)CN1CCN(CC(=O)Nc2cc(C)ccc2OC)CC1	5	1	-3	4	0	-2	-4	5
COCC(=O)N1CC(=O)N2[C@H](C1)[C@@H](c1ccc(C#CCc3ccccc3)cc1)[C@@H]2CO	x	8	-4	x	5	-7	4	-3
CC1CCCC(C)N1C(=O)COC(=O)c1cc(=O)[nH]c2ccccc12 (stereo unspecified)	3	x	-11	x	7	-1	-2	-45
COc1ccc(C(=O)c2sc(Nc3ccccc3)nc2N)cc1OC	19	11	14	-6	-15	-4	-1	19
C[C@H]1CN([C@@H](C)CO)C(=O)c2cc(NC(=O)Nc3ccc(C(F)(F)F)cc3)ccc2O[C@@H]1CN(C)C	-8	12	0	-7	0	7	4	-15
O=C(CCNC(=O)c1ccccc1Cl)Nc1cc(C(F)(F)F)ccc1N1CCCC1	-3	25	x	5	x	5	-7	8
CC(C)c1ccc(OCC(O)CN2CCN(c3ccccn3)CC2)cc1 (stereo unspecified)	1	-17	-15	-8	5	9	-1	-4
O=C(COc1cccc(-n2cnnn2)c1)Nc1ccccc1	x	x	0	6	-4	2	1	-16
Cc1ccc(-c2ccc3c(c2)O[C@@H](CN(C)Cc2cccc(C(=O)O)c2)[C@H](C)CN([C@@H](C)CO)S3(=O)=O)cc1	x	x	1	5	1	1	1	-3
CC1CCc2[nH]c3ccc(C(=O)Nc4ccc(C(=O)N(C)C)cc4)cc3c2C1 (stereo unspecified)	x	-1	x	-3	x	1	-3	-13
S=C1NC2=C(CCC/C2=C\c2ccc(Cl)cc2)C(c2ccc(Cl)cc2)N1 (stereo unspecified)	-9	14	-5	-5	-18	-3	x	1
O=C(C1=C[C@@H](c2ccc(C(F)(F)F)cc2)C[C@@H](OCc2ccc(CO)cc2)O1)N1CCOCC1	8	4&4	-14&7	2	-19&-6	-5&16	1&1	14
CNC(=O)C[C@H]1CC[C@@H]2[C@H](COc3ccc(NC(=O)c4ccccc4F)cc3C(=O)N2C)O1	-4	-22	-7	6	9	x	x	-3
CN=C(NC1CCCCC1)c1ccc(Cl)cc1	2	17	x	1	-6	x	x	6
COc1ccccc1CNC(=O)Cn1cc(Br)ccc1=O	3	-25	-1	-2	x	-6	-4	-13
CC(=O)NC[C@@H]1[C@@H](c2ccc(C#Cc3ccccc3F)cc2)[C@@H](CO)N1C(C)=O	-2	x	3	x	x	2	3	3
Cc1ccc(S(=O)(=O)Nc2cccc3c2O[C@@H](CN(C)Cc2ccc(Oc4ccccc4)cc2)[C@@H](C)CN([C@H](C)CO)C3=O)cc1	x	90*	-12	-1	-6	-7	3	6
c1ccc(NCc2ccccn2)cc1	-1	-13	-11	x	x	3	5	-24
Cc1noc(C)c1S(=O)(=O)N(CC(=O)NC1CCC(C)CC1)c1ccc(C(C)C)cc1 (stereo unspecified)	3	3	x	-1	-9	-3	0	5
CCCN1CCN(c2ncnc3scc(C4COc5ccccc5O4)c23)CC1 (stereo unspecified)	0	7	2	-4	9	-11	-3	-4
C[C@@H]1CN([C@@H](C)CO)C(=O)Cc2cc(NC(=O)Nc3ccccc3)ccc2O[C@H]1CN(C)C(=O)Nc1ccc2c(c1)OCO2	x	-17	-8	4	10	1	5	3
Cc1nc2ccccc2c2c1C(=O)N(C(C)C)C2=O	x	x	6	x	x	-1	-2	-13
C=CCOc1ccc(CN(C)CC(O)COc2ccc(CCC(C)=O)cc2)cc1 (stereo unspecified)	-1	-1	23	-7	-9	3	-4	5
O=C(c1ccc(=O)[nH]n1)N1CCN(S(=O)(=O)c2ccc3ccccc3c2)CC1	-1	8	-40	4	-5	0	-1	1

Reformatted in markdown: entries from further up.
| SMILES | FN deposition inh | PAX8 reporter | EWS-Fli inh | PglD inh | PGC1a acetyl inh | S100A4 MyoIIA | ERAP1 HTS inh | LGR2 antag |
| --- | --- | --- | --- | --- | --- | --- | --- | --- |
| CN=C(NC1CCCCC1)c1ccc(Cl)cc1 | 2 | 17 | x | 1 | -6 | x | x | 6 |
| COc1ccccc1CNC(=O)Cn1cc(Br)ccc1=O | 3 | -25 | -1 | -2 | x | -6 | -4 | -13 |
| CC(=O)NC[C@@H]1[C@@H](c2ccc(C#Cc3ccccc3F)cc2)[C@@H](CO)N1C(C)=O | -2 | x | 3 | x | x | 2 | 3 | 3 |
| Cc1ccc(S(=O)(=O)Nc2cccc3c2O[C@@H](CN(C)Cc2ccc(Oc4ccccc4)cc2)[C@@H](C)CN([C@H](C)CO)C3=O)cc1 | x | 90* | -12 | -1 | -6 | -7 | 3 | 6 |
| c1ccc(NCc2ccccn2)cc1 | -1 | -13 | -11 | x | x | 3 | 5 | -24 |

Carrying on.
SMILES	FN deposition inh	PAX8 reporter	EWS-Fli inh	PglD inh	PGC1a acetyl inh	S100A4 MyoIIA	ERAP1 HTS inh	LGR2 antag
O=C(OCc1nnc(-c2ccccc2)o1)c1cccc(S(=O)(=O)N2CCOCC2)c1	-10	-5	-16	-1	x	-3	-2	24
CCOc1ccc(-c2cc(C(=O)NCCOC)[nH]n2)c(C)c1	-3	-27	-22	3	0	-2	0	9
N=C1C(c2nc3ccccc3s2)=C(O)CN1CCCO	x	x	x	-1	x	0	2	3
Cc1ccccc1OCCC(=O)OCC(=O)NC1CCCCC1	0	6	0	1	-12	-4	-1	0
COc1ccc([C@H]2CC(=O)C=C(c3ccc4ccccc4c3)C2)cc1OC	-10	-15	-10	-3	x	-7	1	3
Cc1c(NC(=O)CN(c2ccccc2)S(=O)(=O)c2ccc(F)cc2)c(=O)n(-c2ccccc2)n1C	1	21	x	0	3	3	-8	4
O=C(NC1=NCCS1)C1CCN(S(=O)(=O)c2cc([N+](=O)[O-])ccc2Cl)CC1	-4	11	4	2	5	-4	1	-8
N#Cc1c(NC(=O)c2ccc([N+](=O)[O-])o2)sc2c1CCC2	-3	-13	-156	-1	x	-2	5	-33
COc1ccc(Nc2nnc(-c3ccncc3)s2)cc1Cl	2	-50	10	4	4	-2	0	-2
CCCCCc1ccc(OCCC[n+]2ccccc2)c(CCCCC)c1	-5	96*	38	x	x	10	x	15
Cn1nccc1C(=O)N1CCCC(N2CCN(Cc3ccc4c(c3)OCO4)CC2)C1 (stereo unspecified)	x	10	-1	8	x	2	1	5
COc1ccc(-c2ccc(C(=O)O)c(=O)[nH]2)cc1	1	-5	-6	x	-7	9	-11	12
O=C(Nc1c(Cl)cc(Cl)cc1C(=O)NCC1CCCO1)c1ccco1 (stereo unspecified)	x	x	x	-5	14	-1	0	x
CCC(=O)N1C[C@@H](C)[C@H](OC)CN(C)C(=O)c2cc(NC(=O)C3CC3)ccc2OC[C@H]1C	-5	x	5	-2	x	-4	2	13
OC[C@@H]1[C@H](c2ccc(C3=CCCCC3)cc2)[C@@H]2CN(CCC(F)(F)F)CCCCN12	x	17	28	-4	-31	-4	1	9
COc1ccc(CN(C)C(=O)Cc2ccc(OC)c(S(=O)(=O)N3CCOCC3)c2)cc1OC	13	4	-11	-2	-8	-5	2	14
CC(C)CN(CC(C)C)CC(O)CN(c1ccccc1)S(=O)(=O)c1ccccc1[N+](=O)[O-] (stereo unspecified)	5	19	15	1	-6	-2	-2	35
O=C(Nc1ccccc1F)C1CCN(S(=O)(=O)c2cccnc2)CC1	7	1	2	-1	-6	-4	1	5
CCC(C)N(C(=O)Cn1nnc(-c2ccc(Cl)cc2)n1)C1CCS(=O)(=O)C1 (stereo unspecified)	1	6	-2	3	6	5	1	6
O=c1c2oc3ccccc3c2ncn1Cc1ccccc1Cl	-2	-35	x	-1	11	x	x	x
COc1ccc(NS(=O)(=O)c2cc(NC(=O)c3cc(=O)c4ccccc4o3)ccc2OC)cc1	-2	35	-16	x	x	-2	1	x
S=c1[nH]nc(-c2cccs2)n1/N=C/c1cn(-c2ccccc2)nc1-c1ccc(Cl)cc1	-2	4	-2	2	2	1	0	-27
COC(=O)[C@H]1[C@H](CO)[C@H]2Cn3c(ccc(-c4ccccc4)c3=O)[C@H]2N1C(=O)CC1CC1	x	-17	-2	-1	x	68	4	-2
COc1cc(OC)c(C2Nc3ccccc3NC3=C2C(=O)CC(C)(C)C3)cc1OC (stereo unspecified)	-10	-10	-13	0	14	-2	-5	0
O=C(C[C@@H]1C[C@@H]2c3cc(NC(=O)Nc4ccccc4F)ccc3O[C@@H]2[C@H](CO)O1)NC1CCCCC1	x	-14	-5	-2	-5	2	0	-10
CCOc1ccc(C2CC(c3cccc(C)c3)n3nc(N)nc3N2)cc1 (stereo unspecified)	-9	14	-1	4	x	-3	x	0
O=C(c1cc(-c2ccccc2Cl)nc2ccccc12)N1CCN(c2ccccc2O)CC1	-1	28	13	x	x	-23	-2	0
CN(C)CC#Cc1cccc(-c2nc(C(=O)NCc3ccc4c(c3)OCO4)cc3c2[C@@H](CCO)N(S(=O)C(C)(C)C)C3)c1 (stereo partly specified)	x	-3	9	3	x	-1	-10	x
COc1cccc(C(=O)N2C[C@@H]3[C@H](c4ccccc42)[C@H](CO)N3C(C)=O)c1	x	4	-1	2	0	11	1	-5
COc1ccc(C(=O)Nc2ccc(C(=O)Nc3cccc(C)c3)cc2)cc1	4	x	4	-1	-6	1	-2	-1
COCCNC(=O)c1c[nH]c2ccc(S(=O)(=O)N3CCOCC3)cc2c1=O	-15	0	4	-8	3	4	0	0
O=C(C[C@@H]1CC[C@@H]2[C@H](COC[C@@H](O)CN2Cc2cccc(F)c2)O1)NCC1CCCCC1	22	27	1	-2	-16	-61	1	-14
Cc1c(C=O)c2ccccn2c1C(=O)c1ccccc1Cl	6	0	-17	2	10	-1	-3	2
Cn1c(CNc2ccc(F)cc2)nnc1SCC(=O)NNC(=O)Cc1ccccc1	10	6	-5	x	x	-8	-6	-63
CCCC(=O)Nc1ccc2c(c1)C(=O)N(C)C[C@H](OC)[C@@H](C)CN(C(=O)CN(C)C)[C@H](C)CO2	-21	x	-4	-3	8	7	0	-10
O=C(N[C@@H]1CC[C@@H](CCNC(=O)C2CCC2)O[C@@H]1CO)c1ccncc1	-9	-6	-5	-1	8	-1	0	-13
CC(=O)N(C)C[C@H]1Oc2ncc(-c3ccccc3F)cc2C(=O)N([C@H](C)CO)C[C@@H]1C	4	x	-3	0	9	0	-1	6
COc1cc(CNCCc2ccccc2)cc(Cl)c1OCc1ccccc1	4	6	40	2	-8	-5	-6	19
CC(OC(=O)c1ccco1)C(=O)NCc1cccs1 (stereo unspecified)	9	8	x	1	-4	x	x	x
Cn1cc(C(=O)NCc2cccs2)c(=O)c2cc(S(=O)(=O)N3CCCC3)ccc21	-2	32	5	-1	-12	-7	-1	-18
